Bioassay records: PubChem BioAssay, The Scripps Research Institute Molecular Screening Center
CHRM4 antagonist = antagonists of human muscarinic M4 receptor (CHRM4); P08173; CHO-hM4 cells, ACh EC80, Fluo-8 calcium fluorescence; inhibition, % at 3 µM; actives 0.73% (n = 360,000);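 active = inhibition above its plate's cutoff, the mean inhibition of sample wells plus 3 SD, cut at about 27% in these data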;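 note: 0% = acetylcholine EC80 with DMSO and 100% = DMSO without agonist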
Target sequence (P08173 whole entry, looked up): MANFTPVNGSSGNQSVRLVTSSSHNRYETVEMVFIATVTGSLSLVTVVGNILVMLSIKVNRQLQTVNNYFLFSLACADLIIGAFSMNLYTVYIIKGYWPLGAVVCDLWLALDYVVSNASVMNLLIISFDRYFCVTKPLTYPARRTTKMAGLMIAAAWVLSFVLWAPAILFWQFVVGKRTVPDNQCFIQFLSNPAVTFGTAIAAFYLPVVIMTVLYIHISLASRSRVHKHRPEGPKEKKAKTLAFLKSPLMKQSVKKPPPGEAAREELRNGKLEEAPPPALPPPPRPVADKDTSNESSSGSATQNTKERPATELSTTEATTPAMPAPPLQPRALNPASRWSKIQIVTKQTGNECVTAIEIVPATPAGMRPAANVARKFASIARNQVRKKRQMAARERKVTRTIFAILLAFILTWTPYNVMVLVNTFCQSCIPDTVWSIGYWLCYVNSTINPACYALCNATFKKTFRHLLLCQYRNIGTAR
M1 PAM = potentiates human M1 receptor response to acetylcholine | P11229 | CHO-K1 hM1, Fluo-8 calcium fluorescence, ACh EC20; 0% = ACh EC20, 100% = maximal ACh | activation, % at 3 µM | actives 0.088% (n = 360,000) | AID 588819; in the data active = activation above about 19%, passing the limit was not always enough
Target sequence (P11229 whole entry, looked up): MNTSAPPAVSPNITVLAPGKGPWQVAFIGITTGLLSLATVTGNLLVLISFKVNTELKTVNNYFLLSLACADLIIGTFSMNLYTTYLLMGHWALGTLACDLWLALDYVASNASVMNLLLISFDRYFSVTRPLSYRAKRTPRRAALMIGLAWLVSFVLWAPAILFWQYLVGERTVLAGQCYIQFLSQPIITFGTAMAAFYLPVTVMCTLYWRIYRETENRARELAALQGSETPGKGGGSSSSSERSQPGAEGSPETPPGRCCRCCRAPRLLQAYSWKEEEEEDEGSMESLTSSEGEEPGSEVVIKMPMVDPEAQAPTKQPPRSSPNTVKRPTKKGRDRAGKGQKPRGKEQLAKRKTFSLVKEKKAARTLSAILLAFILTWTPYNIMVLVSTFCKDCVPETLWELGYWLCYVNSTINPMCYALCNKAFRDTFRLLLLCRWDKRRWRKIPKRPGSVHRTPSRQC
CHO-K1 Ca antag = counter-screen for M1 antagonists: effect in parental CHO-K1 cells. ATP-induced calcium, Fluo-8 fluorescence. actives 0.6% (n = 360,000). AID 602250. inhibition, % at 3 µM;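 active = inhibition above a per-plate cutoff, the plate's mean sample inhibition plus 3 SD, cut at about 24% in these data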;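 note: 0% = DMSO plus EC80 ATP and 100% = DMSO alone without ATP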
CHO parental Ca = signal in parental CHO cells, OX1R antagonist counter-screen; actives 0.63% (n = 330,000); inhibition, % at 5.6 µM; parental CHO-K1, ATP-induced calcium, Fluo-8 fluorescence; AID 463079;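 active = inhibition above that plate's mean sample inhibition plus 3 SD, cut at about 26% in these data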;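 note: 0% = ATP-challenged DMSO wells and 100% = DMSO wells without ATP; some compounds past the cut are filed as inactive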
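Material: parental CHO cells / Compound: single nominal dose of 5.6 µM per compound / Signal: Fluo-8 fluorescence / Replicates: singlicate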
CHO-K1 Ca ag = counter-screen for M1 agonists: effect in parental CHO-K1 cells; Fluo-8 calcium fluorescence; scaled to maximal ATP response, vehicle zero; AID 602248; actives 0.48% (n = 360,000); activation, % at 3 µM; in the data active = activation above about 15%;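 note: untransfected CHO-K1 host cells lacking M1 receptor as counterscreen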
CHRM1 agonist = human M1 muscarinic receptor agonism. P11229. CHO-K1 hM1, Fluo-8 calcium fluorescence, agonist mode; 0% DMSO, 100% acetylcholine EC100. activation, % at 3 µM. actives 0.33% (n = 360,000);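 active = activation above the run's mean compound activation plus 3 SD, cut at about 16% in these data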;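 note: peak over basal fluorescence ratio within a 140 s kinetic read after compound addition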
CHRM1 antagonist = blocks human M1 muscarinic receptor | inhibition, % at 3 µM | P11229 | actives 1.3% (n = 360,000) | CHO-K1 hM1, Fluo-8 calcium fluorescence, ACh EC80 antagonist | AID 588852;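 active = percent inhibition above its own plate's cutoff, namely the mean of that plate's compound wells plus 3 SD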;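 note: peak over basal fluorescence ratio during 140 s after agonist addition; 0% = ACh EC80 plus DMSO and 100% = DMSO alone without agonist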
OXTR potentiator = human OXTR potentiation; P30559; CHO-OTR cells, Fluo-8 calcium fluorescence, potentiator mode; 0% = oxytocin EC15, 100% = EC100; activation, % at 3 µM; actives 0.061% (n = 320,000); AID 2445;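 active = activation above that plate's cutoff, the mean activation of tested compounds plus 3 SD, cut at about 6.6% in these data, passing the limit was not always enough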;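 note: 100% uses oxytocin at 75 nM as the full agonist control; some results filed as inactive read as strong as hits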
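Material: CHO-OTR cells, human receptor; compound dosing: single dose, 3.0 µM nominal final compound concentration; schedule: 6 min compound pre-incubation at room temperature, 100 s kinetic read; measured by: kinetic Fluo-8 calcium fluorescence; read-out basis: % activation vs EC15 and EC100 oxytocin; controls: EC15 oxytocin alone as 0%, 75 nM oxytocin as 100%; replicates: singlicate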
CHRM4 agonist = CHRM4 agonism in calcium assay; P08173; CHO-K1 hM4/Gqi5, Fluo-8 calcium fluorescence; vehicle 0%, full acetylcholine response 100%; activation, % at 3 µM; actives 0.14% (n = 360,000);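 active = activation above the run mean over all test wells plus 3 SD, cut at about 32% in these data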;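 note: peak over basal fluorescence ratio per well then scaled between controls; 0% = DMSO wells and 100% = acetylcholine at EC100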
Starred values were filed as active, the others as inactive; . = no result given.

Start of the data: the first 5 records, to show the layout:
Results follow in this order: CHO-K1 Ca ag | CHRM1 agonist | CHRM4 agonist | CHRM4 antagonist | CHRM1 antagonist | M1 PAM | OXTR potentiator | CHO parental Ca | CHO-K1 Ca antag
- COc1ccc(N2CCN(C(=O)c3cccc(N4C(=O)C5C6C=CC(C6)C5C4=O)c3)CC2)cc1 (stereo not given)
 : 4.9 | 1 | 8 | -16 | -16 | 5 | -23 | -12 | -14
- O=C(COc1ccc(/C=N/NS(=O)(=O)c2ccccc2)cc1)NCc1ccccc1
 : 1.3 | -1 | 1 | 11 | -5 | 7 | -14 | -8 | -9
- O=C(CSc1cccc[n+]1[O-])CSc1cccc[n+]1[O-]
 : 0.1 | -5 | 1 | -4 | -4 | 5 | -7 | 16 | 4
- Cc1cc(OC(=O)N2CCOCC2)cc(C)c1Cl
 : 0.9 | -3 | 1 | 11 | -7 | 3 | -13 | 6 | -12
- O=C(CSc1nc(-c2ccccc2)c(-c2ccccc2)o1)NC1CCS(=O)(=O)C1 (stereo not given)
 : 1.1 | -11 | 3 | 1 | -12 | 17 | -22 | -11 | -5

Results, repeating the preview:
Results follow in this order: CHO-K1 Ca ag | CHRM1 agonist | CHRM4 agonist | CHRM4 antagonist | CHRM1 antagonist | M1 PAM | OXTR potentiator | CHO parental Ca | CHO-K1 Ca antag
- COc1ccc(N2CCN(C(=O)c3cccc(N4C(=O)C5C6C=CC(C6)C5C4=O)c3)CC2)cc1 (stereo not given)
 : 4.9 | 1 | 8 | -16 | -16 | 5 | -23 | -12 | -14
- O=C(COc1ccc(/C=N/NS(=O)(=O)c2ccccc2)cc1)NCc1ccccc1
 : 1.3 | -1 | 1 | 11 | -5 | 7 | -14 | -8 | -9
- O=C(CSc1cccc[n+]1[O-])CSc1cccc[n+]1[O-]
 : 0.1 | -5 | 1 | -4 | -4 | 5 | -7 | 16 | 4
- Cc1cc(OC(=O)N2CCOCC2)cc(C)c1Cl
 : 0.9 | -3 | 1 | 11 | -7 | 3 | -13 | 6 | -12
- O=C(CSc1nc(-c2ccccc2)c(-c2ccccc2)o1)NC1CCS(=O)(=O)C1 (stereo not given)
 : 1.1 | -11 | 3 | 1 | -12 | 17 | -22 | -11 | -5
- COc1ccccc1N(CC(=O)NCCSCc1ccccc1)S(C)(=O)=O
 : 1.0 | -1 | 3 | 0 | -7 | 7 | -6 | -6 | -18
- CCCC(=O)NCc1cc(-c2nn(C)c(=O)c3ccccc23)ccc1OC
 : 0.3 | -11 | 2 | -10 | 3 | -3 | -4 | -18 | -6
- Cc1c(Cl)cccc1NC(=O)CSC(N)=O
 : 0.6 | -4 | 2 | -4 | -4 | 3 | -10 | -1 | -11
- CCO[C@@H]1OC(C(=O)NCc2ccccc2)=C[C@H](c2cn(C(C)=O)c3ccccc23)[C@H]1CCCO
 : 0.2 | -8 | 7 | 8 | 2 | 0 | -4 | -23 | -8
- O=C(NCc1ccc(F)cc1)c1cc(C2CCCCN2S(=O)(=O)Cc2ccccc2)on1 (stereo not given)
 : 3.1 | -7 | 6 | 4 | 0 | -5 | . | . | 3
- Cc1cc(C)c2c(=O)n3c(nc2c1)C(Cc1ccccc1)NC(=O)c1cccnc1-3 (stereo not given)
 : 0.5 | -5 | 2 | -9 | -5 | 2 | . | . | -2
- COc1ccc(OC)c(-c2cnc(OC(C)(C)C)nc2OC(C)(C)C)c1
 : -0.2 | -7 | 1 | 2 | -2 | 5 | -7 | -17 | 18
- O=C(Nc1ccccc1O)c1nc(Cl)ccc1Cl
 : 13 | -11 | 1 | -3 | 1 | 2 | -18 | -1 | 6
- Cn1nnnc1SCC(=O)N1CCN(Cc2ccccc2)CC1
 : 1.1 | -5 | 0 | 10 | -6 | 6 | -2 | 1 | -2
- O=C(NCCc1c[nH]c2ccccc12)Nc1ccccc1
 : 0.7 | 0 | 2 | 8 | 0 | 3 | -16 | -12 | -2
- O=S(=O)(c1ccccc1)N1CCC(c2ccccc2)CC1
 : -0.1 | -7 | 1 | 1 | 3 | -3 | -15 | 1 | -6
- COc1ccc(C2=NN(C(C#N)c3ccc(OC)cc3)C(c3ccccc3)C2)cc1 (stereo not given)
 : 0.3 | -7 | -1 | 0 | -7 | 11 | -2 | -6 | -5
- Cc1csc(SC(C)C(=O)Nc2ccc3c(c2)OCCO3)n1 (stereo not given)
 : 0.1 | -5 | 1 | -1 | -2 | 5 | -5 | -2 | 2
- COc1ccc(CN2C(=O)C(CC(=O)NCCN3CCOCC3)CC(C(=O)N3CCOCC3)=C2C)cc1 (stereo not given)
 : 0.5 | -3 | 1 | -5 | -8 | 2 | . | . | -3
- OCC1(CCc2ccccc2)CCCN(C/C=C/c2ccccc2)C1 (stereo not given)
 : 0.5 | -9 | 3 | 17 | 35* | -25 | -9 | -21 | -9
- CC(C)(C)c1ccc(S(=O)(=O)NC(=O)C2(C)CCN2C(=O)CC2CCCC2)cc1 (stereo not given)
 : 0.4 | -1 | 1 | -8 | 5 | -2 | . | . | 8
- c1cc(-c2ccncc2)ccn1
 : 0.2 | -5 | 1 | -1 | 5 | 2 | -3 | 0 | -8
- CCN1CCN(Cc2nc3c(c(=O)n(C)c(=O)n3C)n2CCc2ccccc2)CC1
 : 0.7 | -5 | 1 | -6 | -6 | 1 | . | . | -12
- CON=C(C(=O)NC1C(=O)N2C(C(=O)O)=C(CSc3nc(=O)c(=O)[nH]n3C)CSC12)c1csc(N)n1 (stereo not given)
 : 0.3 | -1 | 1 | -6 | -11 | -1 | . | . | 14
- Fc1ccc(NC(=S)Nc2cccc3ccccc23)cc1
 : 0.6 | -3 | 1 | 7 | 17 | -5 | -5 | -22 | -6
- O=C(Nc1ccc(S(=O)(=O)NCc2ccccc2)cc1)Nc1ccc2c(c1)OCO2
 : 10 | 3 | 13 | 8 | 27* | -12 | -12 | 2 | 5
- CCOc1ccc(NC(=O)C2CC3CCC2C3)cc1 (stereo not given)
 : 0.6 | -5 | -1 | -1 | -15 | 7 | -2 | -9 | -10
- NC(=O)c1cccc(-c2ccnc3c2CC(C(=O)NCc2cccc(Cl)c2)O3)c1 (stereo not given)
 : -0.3 | 1 | 4 | -25 | -12 | 3 | . | . | -9
- O=c1oc2ccccc2c(O)c1Sc1c(O)c2ccccc2oc1=O
 : -0.4 | -2 | -1 | 3 | -5 | 3 | . | . | -8
- CC(=O)N1CCN(C(=O)c2cccc(S(=O)(=O)NCc3ccccc3)c2)CC1
 : 1.5 | -1 | 0 | -7 | -11 | 11 | -10 | -18 | -5

Record cards (already shown). Order of values: CHO-K1 Ca ag | CHRM1 agonist | CHRM4 agonist | CHRM4 antagonist | CHRM1 antagonist | M1 PAM | OXTR potentiator | CHO parental Ca | CHO-K1 Ca antag
Cc1c(Cl)cccc1NC(=O)CSC(N)=O reads 0.6 | -4 | 2 | -4 | -4 | 3 | -10 | -1 | -11
CC(C)(C)c1ccc(S(=O)(=O)NC(=O)C2(C)CCN2C(=O)CC2CCCC2)cc1 (stereo not given) reads 0.4 | -1 | 1 | -8 | 5 | -2 | . | . | 8
O=C(COc1ccc(/C=N/NS(=O)(=O)c2ccccc2)cc1)NCc1ccccc1 reads 1.3 | -1 | 1 | 11 | -5 | 7 | -14 | -8 | -9
CCN1CCN(Cc2nc3c(c(=O)n(C)c(=O)n3C)n2CCc2ccccc2)CC1 reads 0.7 | -5 | 1 | -6 | -6 | 1 | . | . | -12

(continued)
Results follow in this order: CHO-K1 Ca ag | CHRM1 agonist | CHRM4 agonist | CHRM4 antagonist | CHRM1 antagonist | M1 PAM | OXTR potentiator | CHO parental Ca | CHO-K1 Ca antag
- Cc1cc2nc(-c3ccc(Cl)cc3)c(CC(C)(C)C)n2c(C)c1Br
 : 0.7 | -1 | 1 | -13 | -14 | -4 | . | . | -23
- COc1ccc2c3c([nH]c2c1)[C@H]1C[C@H]2[C@H](C[C@@H](O)[C@H](OC)[C@H]2C(=O)O)CN1CC3
 : 0.0 | -5 | 2 | 46* | 8 | -21 | 1 | -7 | -13
- Cc1nnc(N/N=C/c2cc([N+](=O)[O-])c(N3CCC(C)CC3)cc2N2CCC(C)CC2)n1N
 : -0.1 | -3 | 0 | 5 | -16 | 9 | -10 | -34 | -12
- COc1ccccc1CN1C[C@@H]2C[C@@H](c3ccccc3C)N3CCC[C@@]23C1=O
 : 0.3 | -10 | 0 | 0 | -7 | -1 | -1 | -19 | -6
- CCOC(=O)C1CCCN(C(=O)c2ccc3sccc3c2)CC1 (stereo not given)
 : 0.6 | -8 | 3 | -12 | -22 | 15 | . | . | -6
- COc1cccc(NC(=O)c2ccc3c(O)c(S(=O)(=O)c4ccccc4)c(=O)[nH]c3c2)c1
 : 0.5 | -1 | -1 | 8 | -2 | 2 | 2 | -4 | -2
- CS(=O)(=O)NN1C(=O)c2ccccc2NC1c1cccc2cccnc12 (stereo not given)
 : 0.2 | -6 | 1 | 0 | -3 | 6 | -9 | -4 | -1
- CC(=O)Nc1ccc(OCC(=O)N2CCc3ccccc3C2)cc1
 : 0.6 | -4 | 0 | -4 | -4 | 3 | -14 | -11 | -12
- COc1ccccc1CCN1CCCC(CN(C)CC(C)(C)CO)C1 (stereo not given)
 : -0.8 | -10 | 1 | 30* | 47* | -20 | -4 | -14 | -4
- CCC(NS(=O)(=O)c1ccc(C)cc1)C(=O)N1CCOCCOCCOCC1 (stereo not given)
 : 1.9 | -2 | 3 | -21 | -12 | 4 | -6 | 3 | -25
- CN1CCn2cnc(C(=O)NCC(=O)OC(C)(C)C)c2C1=O
 : 0.7 | -2 | 2 | -7 | -4 | 3 | . | . | -8
- Cn1c(CCNC(=O)C(C)(C)C)nc2ccccc21
 : 0.2 | -2 | 0 | 2 | 3 | 1 | -7 | -2 | -6
- Cc1ccc(S(=O)(=O)CC(=O)Nc2ccc(Cl)cn2)cc1
 : 0.5 | -7 | 2 | -4 | -2 | 8 | 1 | -22 | -17
- O=S(=O)(NCC(c1cccnc1)N1CCN(Cc2ccccc2)CC1)c1ccccc1 (stereo not given)
 : -0.2 | -12 | 1 | -27 | -40 | 13 | 0 | -23 | -11
- O=C(Nc1cccc(Cl)c1N1CCCC1)c1cccc(-c2cc3ccccc3oc2=O)c1
 : 0.2 | -3 | 0 | 0 | 9 | -5 | -6 | -20 | -6
- NC(=S)c1ncc(C(F)(F)F)cc1Cl
 : 0.3 | -2 | 10 | -2 | -4 | 4 | -3 | -6 | -2
- Cc1ccc2cc(CCNC(=O)c3ccc(S(=O)(=O)N4CCCCC4)cc3)c(=O)[nH]c2c1
 : 0.2 | -10 | 1 | -2 | 1 | 4 | -5 | -18 | 3
- O=C(N/N=C/c1ccc(OC2CSC2)cc1)c1ccc(CN2CCOCC2)cc1
 : 0.5 | -12 | 1 | -2 | 1 | -2 | 3 | -20 | 2
- O=C(C1CCN(S(=O)(=O)c2cccnc2)CC1)N1CCN(c2cccc(Cl)c2)CC1
 : 5.8 | -5 | 10 | -5 | 3 | -4 | -9 | 8 | -1
- Cc1c2n(c3ccccc13)CCC2=O
 : -0.3 | -2 | 1 | -1 | -16 | 12 | -8 | -21 | -8
- COc1ccc(-c2cnc3ccccc3n2)cc1NC(=O)CNC(=O)c1ccccc1
 : 3.0 | -1 | 8 | 6 | -1 | 0 | -9 | -12 | -5
